Assay outcomes deposited in PubChem BioAssay by several laboratories.
IDE act: human IDE activators in live cells, primary screen, fluorescence polarization, HEK cells, FAbeta-B substrate; FAbeta-B cleavage; 0% vehicle, 100% cell-free pure enzyme wells; activation, % at 5.96 µM; actives 0.073% (n = 340,000); AID 493087, 2011;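 active = activation above the mean of all tested compounds plus 3 SD, set per screening campaign, cut at about 17% in these data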
NALP1 inh: NALP1 inflammasome inhibitors in reconstituted yeast, colorimetric, S. cerevisiae, triplicate retest | S. cerevisiae NALP1/ASC/caspase-1 growth, X-gal OD620, 72 h | actives 0.61% (n = 280,000) | inhibition, % at 10 µM; in the data active = inhibition mostly above about 24%, no sharp cut-off; inactive = mostly below about 32%; note: some compounds called inactive have numbers as strong as hits
UBC9 SUMO inh: inhibitors of in vitro SUMOylation cascade, primary screen, biochemical, HTRF, uHTS; SUMO-conjugating enzyme UBC9 (Homo sapiens), P63279; HTRF SUMOylation assay, SAE1/SAE2 + UBC9; inhibition, % at 35 µM; actives 0.36% (n = 290,000); in the data active = inhibition above about 50%, passing the limit was not always enough; note: strong numbers were not always called active
Target sequence (P63279 whole entry, looked up): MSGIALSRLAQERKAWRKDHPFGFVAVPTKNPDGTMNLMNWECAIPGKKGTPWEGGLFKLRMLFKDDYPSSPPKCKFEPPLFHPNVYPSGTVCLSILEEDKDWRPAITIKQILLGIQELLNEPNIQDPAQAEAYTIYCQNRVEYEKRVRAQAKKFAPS
IDE inh: human IDE inhibitors in live cells, primary screen, fluorescence polarization, HEK cells, FAbetaB substrate. Insulin-degrading enzyme (Homo sapiens), P14735. FAbetaB cleavage. inhibition, % at 5.59 µM. actives 0.41% (n = 320,000). AID 434962, 2010;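 active = percent inhibition above the average of all tested compounds plus 3 SD, set per screening campaign, cut at about 16% in these data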;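 note: IDE supplied by intact live HEK cells; FP after avidin binding of uncleaved biotin substrate so inhibition keeps polarization high; 0% = DMSO wells and 100% = 60 µM reference IDE inhibitor Ii1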
PfM18AAP inh: PfM18AAP inhibitors, malaria aminopeptidase, primary screen, biochemical, QFRET, recombinant enzyme. M18 aspartyl aminopeptidase (Plasmodium falciparum 3D7). inhibition, % at 7.35 µM. H-Glu-NHMec fluorogenic cleavage. actives 1.2% (n = 290,000). AID 1822, 2009;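 active = inhibition above the campaign mean inhibition over all tested compounds plus 3 SD, cut at about 28% in these data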;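 note: 0% = plate median of test compound wells and 100% = 2 mM ZnCl2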
MEKK3 PB1 HTS: modulators of MEKK3-MEK5 PB1 binding, primary screen, biochemical, wildtype MEKK3, multiplex bead flow cytometry, Alexa488-MEK5; Mitogen-activated protein kinase kinase kinase 3 (Homo sapiens), Q99759; bead-based flow cytometry, Alexa488-MEK5 binding to MEKK3; actives lie on both sides; 0 = blocked by unlabeled MEK5, 100 = vehicle; binding response (% of control), % at 10 µM; actives 1.4% (n = 290,000); AID 1529, 2009;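 active = binding response more than 3 SD above or below the average of its plate-row segment, actives on both sides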;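 note: Alexa488 bead fluorescence after subtracting the streptavidin-only scavenger bead signal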
Target sequence (Q99759 whole entry, looked up): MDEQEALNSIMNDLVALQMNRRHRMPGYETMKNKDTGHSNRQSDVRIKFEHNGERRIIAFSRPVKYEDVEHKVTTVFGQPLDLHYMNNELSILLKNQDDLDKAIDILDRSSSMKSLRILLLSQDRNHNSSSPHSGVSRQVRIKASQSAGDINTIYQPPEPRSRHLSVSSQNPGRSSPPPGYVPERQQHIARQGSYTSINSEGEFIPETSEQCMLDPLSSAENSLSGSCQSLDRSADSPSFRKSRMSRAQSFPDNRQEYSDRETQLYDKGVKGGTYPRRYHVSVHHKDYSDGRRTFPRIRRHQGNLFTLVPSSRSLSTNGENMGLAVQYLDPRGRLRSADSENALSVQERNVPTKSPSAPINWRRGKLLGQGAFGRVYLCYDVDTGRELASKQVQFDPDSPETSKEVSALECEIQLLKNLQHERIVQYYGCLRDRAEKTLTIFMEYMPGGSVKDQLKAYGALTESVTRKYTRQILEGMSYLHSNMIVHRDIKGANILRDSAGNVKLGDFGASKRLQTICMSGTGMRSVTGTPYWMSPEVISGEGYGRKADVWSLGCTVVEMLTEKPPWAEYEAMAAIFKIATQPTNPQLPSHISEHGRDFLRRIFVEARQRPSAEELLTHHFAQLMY
MEKK2 WT-MEK5: modulators of MEK5 binding to wildtype MEKK2, primary screen, biochemical, multiplex bead flow cytometry, Alexa488-MEK5. binding response (% of control), % at 10 µM. AID 1531, 2009. actives 1.1% (n = 290,000). Mitogen-activated protein kinase kinase kinase 2 (Homo sapiens), Q9Y2U5. Alexa488-MEK5 binding to MEKK2 WT; actives lie on both sides; in the data active = binding response below about 67% or above about 130%
p-CIP stab down: p/CIP-EGFP fusion destabilizers, primary screen, fluorescence, F442A cells | decrease of EGFP signal, % at 10 µM | AID 1984, 2009 | 16 h | actives 0.01% (n = 290,000);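 active = EGFP signal decrease of at least 30% at 10 µM or well 3 SD below plate mean, unless failing retest; inactive = the rest, including hits failing retest or dose response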; note: some compounds called inactive have numbers as strong as hits; many of its hits are not listed in these tables
MEKK2mut PB1 HTS: MEK5 binding signal on mutant MEKK2 PB1, primary screen, biochemical, multiplex bead flow cytometry, Alexa488-MEK5; Alexa488-MEK5 binding to MEKK2 mutant; percent response, % at 10 µM; actives 0.35% (n = 290,000); AID 1530, 2009; in the data active = percent response above about 24%, passing the limit was not always enough; note: inactives centre near 1; some results filed as inactive read as strong as hits; reference of the scale not given here
The depositor's hits bear a star; · = not tested or not shown; [ ] = dose if it differs, or a comment. Only part of the results is shown; rates above refer to the full screens.

SMILES | IDE act | NALP1 inh | UBC9 SUMO inh | IDE inh | PfM18AAP inh | MEKK3 PB1 HTS | MEKK2 WT-MEK5 | p-CIP stab down | MEKK2mut PB1 HTS
Cc1cc(Cl)ccc1C(=O)C1CCCN(C(=O)c2cncs2)C1 (stereo not drawn) | 0 | 4 | 0 | 9 | -4 | 100 | 100 | -5 | 2
CC(NC(=O)CCNC(=O)c1ccco1)c1ccc(F)cc1 (stereo not drawn) | -1 | 15 | 5 | 2 | -1 | 103 | 108 | 2 | 2
Cc1cc(C(=O)NCC(=O)OCC(=O)NCCc2ccccc2)ccc1[N+](=O)[O-] | 7 | -6 | 17 | -4 | 0 | 102 | 102 | -5 | 2
CS(=O)(=O)c1ccc(C(=O)N2CCc3ccccc3C2)cc1 | 4 | -6 | 15 | 0 | 0 | 105 | 99 | -31 | -2
Cn1c(=O)cc(OCC(=O)NC2CCCCC2)c2ccccc21 | 5 | 7 | 10 | 2 | -1 | 102 | 100 | -10 | -3
Cc1ccc(N=C2C(=O)Nc3ccc(C)c(Br)c32)cc1 | 3 | 29 | 2 | -2 | -12 | 97 | 98 | -6 | 0
COc1ccccc1/C=C1\SC(=S)N(CCC(=O)Nc2cc(C)on2)C1=O | -2 | 8 | 10 | -1 | 1 | 101 | 94 | -29 | 3
C=CCc1ccc(OC)c(OC)c1 | 4 | -13 | 15 | -1 | 0 | 101 | 101 | 4 | 0
Cc1cccc(NC(=O)c2ccc3c(c2)CCN3S(C)(=O)=O)c1C | 0 | 26 | 2 | 0 | 3 | 103 | 100 | 1 | -1
CCc1nc(C)c(C(=O)N2CCCC(C(=O)Nc3cccc(-c4cccc(C)c4)c3)C2)o1 (stereo not drawn) | 1 | 11 | -6 | 4 | -3 | 99 | 105 | 8 | 2
Cc1nn(C)c(C)c1S(=O)(=O)N1CCc2ccccc21 | 6 | 4 | 25 | 0 | -5 | 107 | 103 | -14 | 16
O=C(NNC(=S)Nc1ccc(F)cc1)c1cccc([N+](=O)[O-])c1 | 6 | -14 | 7 | 4 | 9 | 98 | 100 | 6 | -1
CCc1ccc(NC(=O)c2cc(Br)ccc2Br)cc1 | · | 42* | 2 | 2 | -4 | 101 | 99 | -4 | -3
COc1ccc(C(=O)Nc2cc(=O)[nH]c3ncnn23)cc1 | 3 | 14 | 28 | 2 | 1 | 101 | 98 | -2 | 5
CN(C)CCn1nnc2c(=O)oc3ccccc3c21 | 3 | 10 | 16 | -1 | -3 | 56*[inhibitor] | · | -8 | -32
O=C(C1CCN(S(=O)(=O)c2cccc3cccnc23)CC1)N1CCN(C2CCCCC2)CC1 | · | · | -12 | 7 | -8 | 99 | 103 | -1 | 3
COC(=O)c1onc(C(=O)c2ccccc2)c1C(=O)OC | 2 | -7 | -6 | -3 | 3 | 112 | 114 | 7 | 8
CCOc1ccc(Nc2ncnc3ccc([N+](=O)[O-])cc23)cc1 | 1 | 27 | 12 | 1 | 2 | 99 | 99 | -13 | -1
COc1ccccc1C(C)NCC(=O)NCC(=O)Nc1ccc(F)c(F)c1F (stereo not drawn) | -6 | 7 | -2 | 5 | 2 | 113 | 101 | -44 | 0
CCc1ccc(-c2nc(CS(=O)CC(=O)NCCCN3CCC(C)CC3)c(C)o2)cc1 (stereo not drawn) | 5 | 2 | -2 | 4 | 1 | 103 | 109 | 5 | 4
Cc1cc(/C=N/n2cnnc2)c(C)n1-c1ccc(C(=O)O)cc1 | 1 | -1 | 25 | 2 | 24 | 102 | 97 | -6 | -5
CCN(CC)CCNC(=S)Nc1ccc2nc(N3CCN(C)CC3)cc(C)c2c1 | 1 | 0 | 16 | 4 | 2 | 102 | 124 | -8 | 18
COc1cccc(NC(=O)Nc2ccncc2)c1 | -1 | -3 | 3 | -1 | -5 | 98 | 100 | -4 | -1
OCCC1CN(Cc2ccc(Oc3ncccn3)cc2)CCN1C1CCCCC1 (stereo not drawn) | 5 | · | 17 | 6 | -4 | 87 | 93 | 3 | -15
O=C(Nc1ccccc1C(F)(F)F)N1CCC(N2CCCCC2)CC1 | 4 | -3 | 6 | 3 | 2 | 93 | 98 | 1 | -5
Carrying on:
SMILES | IDE act | NALP1 inh | UBC9 SUMO inh | IDE inh | PfM18AAP inh | MEKK3 PB1 HTS | MEKK2 WT-MEK5 | p-CIP stab down | MEKK2mut PB1 HTS
CCN(c1ccccc1)S(=O)(=O)c1ccc(OCC(=O)Nc2cc(C)on2)cc1 | -3 | 29 | 18 | -1 | 0 | 104 | 110 | -4 | 5
O=C(NNS(=O)(=O)c1ccc(F)cc1)c1cc(Cl)ccc1O | 0 | -3 | 4 | · | 8 | 111 | 109 | -7 | 11
Cc1ccccc1-n1ccnc1SCC(=O)NCC1CCCO1 (stereo not drawn) | 2 | 7 | 22 | 2 | -6 | 104 | 105 | -12 | 2
CC1CCCN(C(=O)Cn2nnc(-c3ccccc3F)n2)C1 (stereo not drawn) | 1 | 0 | 5 | 8 | 1 | 103 | 106 | -3 | 9
COC(=O)Nc1nn(-c2ccc(OC)cc2)c(=O)c(C#N)c1C | -4 | 5 | 13 | 3 | -10 | 90 | 89 | -8 | -13
COCCNC(=O)c1cc2nc(-c3ccc(F)cc3)cc(C(F)(F)F)n2n1 | 6 | 21 | 15 | 0 | 3 | 93 | 89 | -2 | -17
CNc1ccc(/C=C/C(=O)c2cccc3ccccc23)cc1[N+](=O)[O-] | 1 | 23 | -12 | 1 | 1 | 105 | 101 | 15 | 3
COc1cccc(N(CC(=O)Nc2cccc(N(C)S(C)(=O)=O)c2)S(C)(=O)=O)c1 | 0 | 12 | 19 | -5 | -7 | 101 | 97 | -4 | -3
Cc1ccc(NC(=O)c2ccccc2NS(=O)(=O)c2ccc(Cl)s2)cc1 | -3 | 22 | 2 | 2 | -4 | 92 | 90 | -6 | -3
Cc1oc(-c2ccccc2Cl)nc1CS(=O)CC(=O)NCc1ccc(Cl)cc1 (stereo not drawn) | 3 | -10 | 8 | -3 | 1 | 104 | 103 | -16 | 7
COc1ccc(C(=O)N/C(=C/c2ccco2)C(=O)NCc2ccco2)cc1 | -1 | 23 | 4 | 6 | 3 | 104 | 105 | -6 | 0
CCNC(=S)NS(=O)(=O)c1ccc(C)cc1 | 5 | 27 | -3 | 2 | 5 | 104 | 99 | -7 | 31
Cc1ccccc1OCCn1cnc2c(N)ncnc21 | 4 | -8 | -23 | -4 | 1 | 96 | 102 | -2 | 6
O=C(Cc1csc(N2CCOCC2)n1)N/N=C/c1ccccc1C(=O)O | 0 | 5 | 10 | 0 | 17 | 97 | 103 | -14 | 3
COc1ccc(CN2C(=O)C(=O)N(CC(N)=O)C2=O)cc1 | 3 | -22 | 0 | -2 | -3 | 102 | 100 | 0 | 4
O=C(Nc1nc(-c2ccc3c(c2)OCCO3)cs1)c1ccco1 | 2 | 19 | 14 | 5 | 2 | 106 | 108 | -6 | 6
COC(=O)c1c(NC(=O)C(=O)N2CCOCC2)sc2c1CCC2 | 4 | 14 | 13 | -3 | -2 | 102 | 97 | -3 | 2
COCCN(C(=O)CN1CCN(S(=O)(=O)c2ccc(F)cc2)CC1)c1c(N)n(Cc2ccccc2)c(=O)[nH]c1=O | -2 | 33 | -3 | 3 | 5 | 99 | 102 | -15 | -1
COc1ccc(CCNC(=O)C(CC(C)C)NC(N)=O)cc1 (stereo not drawn) | 6 | 19 | 1 | -2 | 0 | 104 | 97 | 6 | -2
O=C(COC(=O)c1ccc(Br)o1)Nc1ccc(S(=O)(=O)N2CCCC2)cc1 | -1 | · | 6 | -2 | 0 | 102 | 101 | -1 | 1
COC(C(=O)Nc1ccnn1C1CCN(Cc2ccc(C)s2)CC1)c1ccccc1 (stereo not drawn) | 4 | 16 | 22 | -3 | -12 | 106 | 108 | -2 | 7
O=C(O)C1CCC(CNCc2ccncc2)CC1 (stereo not drawn) | -2 | 8 | 12 | 0 | -4 | 103 | 106 | 1 | 3
COc1ccc(-c2nc3ccccn3c2Cl)cc1 | -4 | 19 | 15 | -2 | 1 | 104 | 109 | -16 | 5
C[C@H](NC(=O)c1nc[nH]c1C(=O)N[C@@H](Cc1ccccc1)C(=O)OCc1ccccc1)c1ccccc1 | 2 | 4 | -27 | 13 | -1 | 107 | 104 | -4 | 2
CCCOc1ccccc1Nc1nnc(C)c(=O)[nH]1 | 1 | 20 | -1 | -8 | -4 | 101 | 95 | -7 | -2
(more compounds)
SMILES | IDE act | NALP1 inh | UBC9 SUMO inh | IDE inh | PfM18AAP inh | MEKK3 PB1 HTS | MEKK2 WT-MEK5 | p-CIP stab down | MEKK2mut PB1 HTS
COc1cc(C)nc(N2CCCC(C(=O)NC3CCC(C)CC3)C2)n1 (stereo not drawn) | · | 7 | 7 | 1 | · | 106 | 109 | -5 | 7
Cc1ccc(C)c(NC(=O)C(Sc2nc3ccccc3c(=O)n2CC(C)C)c2ccccc2)c1 (stereo not drawn) | -3 | 36 | -1 | 3 | -11 | 104 | 98 | -9 | -1
COc1cccc(C(=O)NNC(=O)C(=O)Nc2cccc(Cl)c2C)c1 | 3 | -10 | -3 | -9 | 6 | 103 | 103 | 14 | 0
COc1ccc2[nH]c3c(=O)n(/N=C/c4ccc(OC)c(CN5CCCC5)c4)c(C)nc3c2c1 | -9 | 17 | 22 | 17* | -13 | 96 | 98 | -2 | -11
Oc1cccc(C(=S)N2CCC(Cc3ccccc3)CC2)c1 | 3 | -5 | -14 | 4 | 27 | 107 | 111 | -2 | 3
NC(=O)C1CCN(C(=O)c2cccc3ccccc23)CC1 | 3 | -24 | 6 | 2 | -3 | 102 | 106 | -5 | 6
Cn1cc(CN2CCc3c([nH]c4ccccc34)C2C(C)(C)C)cn1 (stereo not drawn) | 3 | 11 | 3 | 1 | 0 | 108 | 111 | 4 | 12
COc1ccc2nc(-c3ccccc3)[nH]c2c1 | 3 | 6 | 4 | -1 | 3 | 102 | 101 | 1 | -2
CCn1c(SCc2ccccc2F)nnc1-c1ccncc1 | 5 | -17 | 12 | 1 | -2 | 108 | 109 | -4 | 6
Cc1ccccc1C(=O)Nc1nnc(SCC(=O)NC2CC2)s1 | -4 | 14 | 9 | -1 | -9 | 104 | 100 | -6 | 6
Cc1ccccc1NC(=O)CCC(=O)N/N=C/c1cccnc1 | -4 | 14 | -1 | 3 | 2 | 101 | 96 | -11 | -1
Cc1nnc(NC(=O)CSc2nnc3scc(-c4ccc(C)c(C)c4)n23)s1 | 10 | 11 | 22 | 5 | -12 | 102 | 102 | 1 | 6

Profiles from above. Order of values: IDE act, NALP1 inh, UBC9 SUMO inh, IDE inh, PfM18AAP inh, MEKK3 PB1 HTS, MEKK2 WT-MEK5, p-CIP stab down, MEKK2mut PB1 HTS
`COc1ccc2nc(-c3ccccc3)[nH]c2c1` in the list: 3, 6, 4, -1, 3, 102, 101, 1, -2
`Oc1cccc(C(=S)N2CCC(Cc3ccccc3)CC2)c1` in the list: 3, -5, -14, 4, 27, 107, 111, -2, 3
`CCn1c(SCc2ccccc2F)nnc1-c1ccncc1` in the list: 5, -17, 12, 1, -2, 108, 109, -4, 6
`COc1ccc2[nH]c3c(=O)n(/N=C/c4ccc(OC)c(CN5CCCC5)c4)c(C)nc3c2c1` in the list: -9, 17, 22, 17*, -13, 96, 98, -2, -11
